GSK3 alpha inh – inhibitors of human GSK-3 alpha kinase. P49840. ADP-Glo luminescence, 60 min. inhibition, % at 10 µM. 320,000 tested, 0.1% active;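 in the data active means inhibition above about 50%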;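 further: GST-tagged GSK-3 alpha with peptide substrate and 25 µM ATP; 0% = DMSO neutral wells and 100% = GW8510 positive control wells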
PolyA inh – yeast polyadenylation inhibition; S. cerevisiae SKY197-pL101 polyadenylation reporter, beta-gal luminescence; efflux-impaired pdr1/pdr3 knockout yeast; score 100 = 6 SD above DMSO; calls only at 12 µM; 300,000 tested, 0.02% active;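 active means lowest replicate activity score at least 50, where 100 means six control SD above control mean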;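 further: yeast exposed to compound for 9 h at 30 °C; higher score means more reporter readthrough which indicates perturbed polyadenylation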
KCNK3 inh – human KCNK3 channel inhibition, primary screen. O14649. CHO-KCNK3 thallium flux, FluxOR fluorescence; active compounds read low. B-score at 10 µM. 340,000 tested, 0.84% active. AID 602410;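 active means B-score under library mean minus 4 SD, starting fluorescence ratio at most library mean plus 5 SD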;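 further: more negative B-score means stronger inhibition of thallium flux through KCNK3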
RGS4 pot – potentiators or activators of RGS4; HEK293 M3R/inducible RGS4, carbachol calcium flux Fluo4; active compounds read low; B-score at 10 µM; 310,000 tested, 0.92% active; AID 463111;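 active means B-score of the integrated calcium signal more than 4 SD below the library mean, with starting fluorescence not abnormally high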;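 further: negative B-score means reduced calcium response which marks RGS4 activation or potentiation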
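Test system: HEK293 cells with stable M3R and inducible RGS4; also added: carbachol at ECmax as muscarinic agonist stimulus; schedule: dye loading 30 min 37 °C, buffer rest 30 min RT; technique: kinetic calcium fluorescence imaging with Fluo4-AM dye, 2 µM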
RGS4 inh – inhibitors of human RGS4 | P49798 | HEK293 M3R/RGS4 inducible, Fluo-4 calcium flux; active compounds read high; triggered by carbachol at its EC20 | B-score at 10 µM | 310,000 tested, 0.45% active;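 active means B-score, a plate-corrected calcium signal, over three deviations above library mean, with baseline fluorescence within five deviations of library mean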;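 further: RGS4 expression induced by doxycycline in cells with stable M3 receptor; B-score is computed from the integrated fluorescence ratio over baseline after carbachol; higher B-score means a larger calcium signal and so more RGS4 inhibition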
KCNQ1 act – potentiators or activators of human KCNQ1 potassium channel. P51787. 310,000 tested, 0.35% active. B-score at 10 µM. CHO-K1 KCNQ1, thallium flux FluxOR fluorescence; active compounds read high;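 active means fluorescence ratio B-score, a plate-corrected score, at least three library SD, with initial intensity B-score within 5 SD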
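Material: CHO-K1 cells stably expressing KCNQ1. Medium: assay buffer for compound exposure, DMSO matched across wells. Reagent: K+/Tl+ depolarizing stimulus. Compound dosing: single-concentration screen. Times: 37 °C overnight plating, 90-min dark dye load, 20-min compound pretreatment. Technique: FluxOR Tl+ flux fluorescence.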
KCNQ1 inh – blocks the human KCNQ1 potassium channel; CHO-K1 KCNQ1, FluxOR thallium flux fluorescence; active compounds read high; 310,000 tested, 1.3% active; AID 2642; B-score at 10 µM;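 active means compounds whose thallium flux B-score, printed positive for inhibition, exceeds three library SD while starting fluorescence stays within three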;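 further: channel opened by potassium depolarization with thallium stimulus after 20 min compound exposure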
hERG rescue – compounds protecting human hERG from proarrhythmic drug block; activation (rescue from dofetilide block), less the hit threshold, % at 10 µM; Q12809; AID 1511; 310,000 tested, 0.51% active; CHO-hERG, FluxOR thallium flux, dofetilide IC70 present;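 active means activation above the mean of controls blocked by dofetilide plus 5 SD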;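 further: thallium influx through hERG after potassium depolarization seen as dye fluorescence rise; in these data hits start at about 4.7%; inactives centre near -7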
Target sequence (Q12809 whole entry, looked up): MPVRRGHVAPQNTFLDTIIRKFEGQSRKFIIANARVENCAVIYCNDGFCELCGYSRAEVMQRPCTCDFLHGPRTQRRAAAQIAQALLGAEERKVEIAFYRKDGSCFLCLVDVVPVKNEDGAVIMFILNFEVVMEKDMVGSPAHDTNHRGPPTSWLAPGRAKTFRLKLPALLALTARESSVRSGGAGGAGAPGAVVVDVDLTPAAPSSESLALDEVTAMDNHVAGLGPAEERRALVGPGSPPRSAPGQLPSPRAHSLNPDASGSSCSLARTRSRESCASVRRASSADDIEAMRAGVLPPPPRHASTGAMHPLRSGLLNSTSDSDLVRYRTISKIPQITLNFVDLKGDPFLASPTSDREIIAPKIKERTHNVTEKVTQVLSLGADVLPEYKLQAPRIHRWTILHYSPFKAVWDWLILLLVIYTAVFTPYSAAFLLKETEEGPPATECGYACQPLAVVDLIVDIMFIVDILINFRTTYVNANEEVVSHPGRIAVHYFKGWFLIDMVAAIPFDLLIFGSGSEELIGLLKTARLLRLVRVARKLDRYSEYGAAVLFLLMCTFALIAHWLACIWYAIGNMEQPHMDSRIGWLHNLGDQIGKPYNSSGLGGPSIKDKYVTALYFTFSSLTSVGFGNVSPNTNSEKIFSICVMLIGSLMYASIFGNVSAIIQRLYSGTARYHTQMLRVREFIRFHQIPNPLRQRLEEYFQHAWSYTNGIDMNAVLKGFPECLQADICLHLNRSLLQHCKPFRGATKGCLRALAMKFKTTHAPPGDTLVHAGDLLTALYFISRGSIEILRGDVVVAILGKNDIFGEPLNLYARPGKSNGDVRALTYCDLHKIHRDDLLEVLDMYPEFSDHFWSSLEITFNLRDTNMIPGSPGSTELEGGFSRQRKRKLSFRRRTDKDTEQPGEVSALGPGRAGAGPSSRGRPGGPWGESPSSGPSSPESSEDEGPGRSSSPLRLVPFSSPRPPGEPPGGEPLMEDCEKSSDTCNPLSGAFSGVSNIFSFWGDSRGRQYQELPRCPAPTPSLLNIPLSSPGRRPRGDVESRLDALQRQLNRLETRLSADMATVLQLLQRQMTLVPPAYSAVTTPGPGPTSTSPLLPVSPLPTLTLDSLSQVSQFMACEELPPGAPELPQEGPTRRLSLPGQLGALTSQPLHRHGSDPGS
DYRK1A inh – inhibitors of rat Dyrk1A kinase; ADP-Glo luminescence, NFATc1 peptide; inhibition, % at 12.5 µM; 310,000 tested, 0.43% active; AID 504441; in the data active means inhibition above about 50%;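 further: plate controls were vehicle with enzyme for no effect and no enzyme for full effect; many of its hits are not listed in these tables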
GSK3B inh – blocks human GSK3beta kinase activity. P49841. GST-GSK3beta kinase, ADP-Glo luminescence, 60 min; active compounds read low. activity score (negative = inhibition), % at 10 µM. 300,000 tested, 0.038% active;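 active means more than half of replicate wells score below -50%, meaning over 50% inhibition versus plate controls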;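 further: 0% = median DMSO wells and -100% = median GW8510 positive control wells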
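Test system: GST-tagged human GSK3beta kinase, cell-free; evaluation: activity score scaled between in-plate DMSO and GW8510 controls; measured by: ADP-Glo luminescence; incubation: 60 min reaction, RT; benchmarks: DMSO and 20 µM GW8510; reagent: peptide substrate plus 25 µM ATP (final); medium: Tris/MgCl2 kinase buffer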
KCNK9 block – blocks the human KCNK9 two-pore domain potassium channel | AID 488922 | 310,000 tested, 1.2% active | Q9NPC2 | B-score at 10 µM | HEK293 KCNK9, FluxOR thallium flux fluorescence; active compounds read low;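 active means ratio B-score over 3 SD below the library mean, with starting fluorescence within 5 SD of its mean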;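 further: negative B-score means less thallium flux so channel inhibition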
The depositor's hits bear a star. Some of the compounds tested; rates above refer to the full screens.

Cc1ccc([N+](=O)[O-])cc1S(=O)(=O)N1CCC(C)CC1 was read as GSK3 alpha inh 0, PolyA inh inactive, KCNK3 inh inactive, RGS4 pot inactive, RGS4 inh inactive, KCNQ1 act inactive, KCNQ1 inh inactive, hERG rescue -4, DYRK1A inh -1, GSK3B inh 0 and KCNK9 block inactive.
`Cc1ccccc1NC(=O)NCCN1C(=O)C2C3C=CC(C3)C2C1=O` (stereo not drawn) gave GSK3 alpha inh -1, KCNK3 inh inactive, RGS4 pot inactive, RGS4 inh inactive, KCNQ1 act inactive, KCNQ1 inh inactive, hERG rescue -6, GSK3B inh 2 and KCNK9 block inactive.
CC(CC(=O)O)CC(=O)N1CCN(S(=O)(=O)c2cccs2)CC1 (stereo not drawn) was read as GSK3 alpha inh -2, PolyA inh inactive, KCNK3 inh inactive, RGS4 pot inactive, RGS4 inh inactive, KCNQ1 act inactive, KCNQ1 inh inactive, hERG rescue -4, DYRK1A inh -4, GSK3B inh 2 and KCNK9 block inactive.
Cc1ccc(C)c(S(=O)(=O)N2CCN(CC(=O)Nc3ccc([N+](=O)[O-])cc3)CC2)c1 was read as GSK3 alpha inh -2, PolyA inh inactive, KCNK3 inh inactive, RGS4 pot inactive, RGS4 inh inactive, KCNQ1 act inactive, KCNQ1 inh inactive, hERG rescue -4, DYRK1A inh -5, GSK3B inh -1 and KCNK9 block inactive.
`COc1cccc(NC(=O)COC(=O)c2nc3nccc(C)n3n2)c1` gave GSK3 alpha inh 4, PolyA inh inactive, KCNK3 inh inactive, RGS4 pot inactive, RGS4 inh inactive, KCNQ1 act inactive, KCNQ1 inh inactive, hERG rescue -11, DYRK1A inh -1, GSK3B inh 2 and KCNK9 block inactive.
For Cn1c(SCC(=O)NC2CC2)nnc1-c1ccccc1Cl the results were GSK3 alpha inh -1, PolyA inh inactive, KCNK3 inh inactive, RGS4 pot inactive, RGS4 inh inactive, KCNQ1 act inactive, KCNQ1 inh inactive, hERG rescue -11, DYRK1A inh -1, GSK3B inh 4 and KCNK9 block inactive.
`CCn1c(CSc2nc(C)cc(C)n2)nnc1SCC(=O)Nc1cccc2ccccc12` gave GSK3 alpha inh -7, PolyA inh inactive, KCNK3 inh inactive, RGS4 pot inactive, RGS4 inh inactive, KCNQ1 act inactive, KCNQ1 inh inactive, hERG rescue -2, DYRK1A inh -3, GSK3B inh 5 and KCNK9 block inactive.
`CCOC(=O)C1Nc2ccccc2C2c3ccccc3CC12` (stereo not drawn) gave GSK3 alpha inh 1, PolyA inh inactive, KCNK3 inh inactive, RGS4 pot inactive, RGS4 inh inactive, KCNQ1 act inactive, KCNQ1 inh inactive, hERG rescue -14, DYRK1A inh 14, GSK3B inh -6 and KCNK9 block inactive.
For COc1ccc(/C=N/Nc2nnc(C)n2N)cc1OC(C)=O the results were GSK3 alpha inh -1, PolyA inh inactive, KCNK3 inh inactive, RGS4 pot inactive, RGS4 inh inactive, KCNQ1 act inactive, KCNQ1 inh inactive, hERG rescue -2, DYRK1A inh 4, GSK3B inh -2 and KCNK9 block inactive.
For Cc1cc(NC(=O)Cn2c(=O)c3c(ncn3CC(C)C)n(Cc3ccccc3)c2=O)no1 the results were GSK3 alpha inh -2, PolyA inh inactive, KCNK3 inh inactive, RGS4 pot inactive, RGS4 inh inactive, KCNQ1 act inactive, KCNQ1 inh inactive, hERG rescue -7, DYRK1A inh -4, GSK3B inh 4 and KCNK9 block inactive.
For Cc1cc(N2CCC(C(=O)N3CCN(c4cccc(C)c4C)CC3)CC2)n2ncnc2n1 the results were GSK3 alpha inh -2, PolyA inh inactive, KCNK3 inh inactive, RGS4 pot inactive, RGS4 inh inactive, KCNQ1 act inactive, KCNQ1 inh inactive, hERG rescue -17, DYRK1A inh 1 and KCNK9 block inactive.
Screening C/C(=N\Nc1nncc2ccccc12)c1cccc(OC(F)F)c1 returned GSK3 alpha inh 2, PolyA inh inactive, KCNK3 inh inactive, RGS4 pot inactive, RGS4 inh inactive, KCNQ1 act inactive, KCNQ1 inh inactive, hERG rescue -8, DYRK1A inh 3, GSK3B inh -3 and KCNK9 block inactive.
For O=C(C1CCC(CNS(=O)(=O)c2ccccc2)CC1)N1CCOCC1 (stereo not drawn) the results were GSK3 alpha inh 0, PolyA inh inactive, KCNK3 inh inactive, RGS4 pot inactive, RGS4 inh inactive, KCNQ1 act inactive, KCNQ1 inh inactive, hERG rescue -4, DYRK1A inh 3, GSK3B inh 1 and KCNK9 block inactive.
For O=C(NCc1ccccn1)c1ccc(Cl)c(NC2=NC3CS(=O)(=O)CC3S2)c1 (stereo not drawn) the results were GSK3 alpha inh -1, PolyA inh inactive, KCNK3 inh inactive, RGS4 pot inactive, RGS4 inh inactive, KCNQ1 act inactive, KCNQ1 inh inactive, hERG rescue -6, DYRK1A inh 1, GSK3B inh -24 and KCNK9 block inactive.
Screening CC(C)CC(NC(N)=O)C(=O)Nc1cccc([N+](=O)[O-])c1 (stereo not drawn) returned GSK3 alpha inh -2, PolyA inh inactive, KCNK3 inh inactive, RGS4 pot inactive, RGS4 inh inactive, KCNQ1 act inactive, KCNQ1 inh inactive, hERG rescue -4, DYRK1A inh -4, GSK3B inh -1 and KCNK9 block inactive.
For CN(C)c1nc(NCc2ccccc2)nc(N/N=C/c2ccc3c(c2)OCO3)n1 the results were GSK3 alpha inh -2, PolyA inh inactive, KCNK3 inh inactive, RGS4 pot inactive, RGS4 inh inactive, KCNQ1 act inactive, KCNQ1 inh inactive, hERG rescue -11, DYRK1A inh 0, GSK3B inh -6 and KCNK9 block inactive.
Screening O=C(Oc1c(-c2ccco2)oc2ccccc2c1=O)c1cccnc1 returned GSK3 alpha inh -1, PolyA inh inactive, KCNK3 inh inactive, RGS4 pot inactive, RGS4 inh inactive, KCNQ1 act 15*, KCNQ1 inh inactive, hERG rescue -11, DYRK1A inh 0, GSK3B inh 0 and KCNK9 block inactive.
`Cc1ccc(OCC(=O)NCc2ccccn2)c(Br)c1` gave GSK3 alpha inh 1, PolyA inh inactive, KCNK3 inh inactive, RGS4 pot inactive, RGS4 inh inactive, KCNQ1 act inactive, KCNQ1 inh inactive, hERG rescue -7, DYRK1A inh -1, GSK3B inh -2 and KCNK9 block inactive.
`Cc1cc(NC(=O)C2C3C(=O)N(Cc4ccc(Cl)cc4)C(C(=O)NCc4ccccc4)C34C=CC2(C)O4)no1` (stereo not drawn) gave GSK3 alpha inh 3, PolyA inh inactive, KCNK3 inh inactive, RGS4 pot inactive, RGS4 inh inactive, KCNQ1 act inactive, KCNQ1 inh inactive, hERG rescue -12, DYRK1A inh 0, GSK3B inh 1 and KCNK9 block inactive.
Cc1ccn2cc(CNS(=O)(=O)c3ccc4c(c3)OCCO4)nc2c1 was read as GSK3 alpha inh -3, PolyA inh inactive, KCNK3 inh inactive, RGS4 pot inactive, RGS4 inh inactive, KCNQ1 act inactive, KCNQ1 inh inactive, hERG rescue -5, DYRK1A inh 7, GSK3B inh 4 and KCNK9 block inactive.
`Cc1ccn2c(Nc3ccccc3C)c(-c3ccccn3)nc2c1` gave GSK3 alpha inh -5, PolyA inh inactive, KCNK3 inh inactive, RGS4 pot inactive, RGS4 inh inactive, KCNQ1 act inactive, KCNQ1 inh inactive, hERG rescue -18, DYRK1A inh 11, GSK3B inh 3 and KCNK9 block inactive.
Fc1ccc(NC(=S)NN=C2CCCCCC2)cc1 was read as GSK3 alpha inh 0, PolyA inh inactive, KCNK3 inh inactive, RGS4 pot inactive, RGS4 inh inactive, KCNQ1 act inactive, KCNQ1 inh inactive, hERG rescue -10, DYRK1A inh 2, GSK3B inh 2 and KCNK9 block inactive.
`O=C(CSc1nnc(NC(=O)C2CC2)s1)NCc1ccccc1` gave GSK3 alpha inh 0, PolyA inh inactive, KCNK3 inh inactive, RGS4 pot inactive, RGS4 inh inactive, KCNQ1 act inactive, KCNQ1 inh inactive, hERG rescue -5, DYRK1A inh -2, GSK3B inh 13 and KCNK9 block inactive.
COc1ccc(C(=O)Nc2ccnn2C2CCN(C(=O)CCC(F)(F)F)CC2)cc1 was read as GSK3 alpha inh 1, PolyA inh inactive, KCNK3 inh inactive, RGS4 pot inactive, RGS4 inh inactive, KCNQ1 act inactive, KCNQ1 inh inactive, hERG rescue -4, DYRK1A inh -4, GSK3B inh 4 and KCNK9 block inactive.
For O=C(COC(=O)c1cc(S(=O)(=O)N2CCOCC2)ccc1O)Nc1cc(S(=O)(=O)N2CCCC2)ccc1Cl the results were GSK3 alpha inh -1, PolyA inh inactive, KCNK3 inh inactive, RGS4 pot inactive, RGS4 inh inactive, KCNQ1 act inactive, KCNQ1 inh inactive, hERG rescue -13, DYRK1A inh -3, GSK3B inh 1 and KCNK9 block inactive.
Screening Cc1cccc(NC(=O)N2CCN(Cc3ccc4c(c3)OCO4)CC2)c1C returned GSK3 alpha inh -1, PolyA inh inactive, KCNK3 inh inactive, RGS4 pot inactive, RGS4 inh inactive, KCNQ1 act inactive, KCNQ1 inh inactive, hERG rescue -9, DYRK1A inh 5, GSK3B inh -2 and KCNK9 block inactive.
CCOC(=O)c1ccc(N=c2scc(C)n2CC)cc1 was read as GSK3 alpha inh -2, PolyA inh inactive, KCNK3 inh inactive, RGS4 pot inactive, RGS4 inh inactive, KCNQ1 act inactive, KCNQ1 inh inactive, hERG rescue -5, DYRK1A inh 0, GSK3B inh -2 and KCNK9 block inactive.
For O=C(NCc1ccccc1)C1=C[C@H](c2csc3ccccc23)C[C@H](OCCCCO)O1 the results were GSK3 alpha inh 0, PolyA inh inactive, KCNK3 inh inactive, RGS4 pot inactive, RGS4 inh inactive, KCNQ1 act inactive, KCNQ1 inh inactive, hERG rescue -18, DYRK1A inh -2, GSK3B inh 3 and KCNK9 block inactive.
`CC1CN(CC(=O)Nc2ccc(S(N)(=O)=O)cc2)CC(C)O1` (stereo not drawn) gave GSK3 alpha inh 3, PolyA inh inactive, KCNK3 inh inactive, RGS4 pot inactive, RGS4 inh inactive, KCNQ1 act inactive, KCNQ1 inh inactive, hERG rescue 0, DYRK1A inh 0, GSK3B inh -1 and KCNK9 block inactive.

Assay outcomes as filed in PubChem.
